# Source: PubChem
# ERG Ets-DNA blk – ERG Ets/DNA interaction inhibition; P11308; fluorescence polarization, His-ERG Ets domain / labelled DNA; Potency, µM (doses to about 76.9 µM), inactives show at the top dose FP activity, negative = inhibition, actives largely listed as inhibitors; hit rate 0.028% among 370,000; AID 624246; active = well fitted inhibition curve with a large enough effect in the polarisation, with a control signal flat; inconclusive = small, poorly fitted or top-dose-only effect, or effect the other way, or a change in a side signal; inactive = no such curve, though single readings can be large or run the other way; the % refers to the polarisation;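 also: polarization taken with two DNA probes labelled with fluorescein and Texas red; % of control where 0% means no effect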
#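 His-tagged ERG Ets domain (1 uM in the protein solution; 300mM KCl, 50mM Tris-HCl, 1mM EDTA, 1mM DTT, pH 7.5) received compound, then a probe mix of 5 nM fluorescein-DNA and 100nM Texas-615-DNA. Fluorescence polarization was read for both dyes.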
# RGS4 inhibitor – human RGS4 inhibition; Transcreener GDP fluorescence polarization, RGS4-accelerated GTP hydrolysis; Potency, µM (series often up to 114 µM), inactives show top-dose activity change, negative = inhibition, usual class: inhibitors; hit rate 0.039% among 390,000; P49798; also: % is scaled to controls: 0 for no effect and ±100 for the full control effect; nearly all actives have a fitted effect of over 75% in size; some results filed as inactive show a strong effect at the top dose
#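 MLSMR compounds (23 nl, pin-transferred) preincubated 10 min at room temperature with a 500nM (2x) first reagent, then RGS4 at 900nM (2x) plus Transcreener GDP mix added; fluorescence polarization (620/688 nm) read before and after 90 min at 30 °C.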
# rTrxR1 inhibitor – inhibitors of rat thioredoxin reductase 1; recombinant rTrxR1, NADPH fluorescence consumption, selenite substrate; O89049; hit rate 1% among 390,000; Potency, µM (titrated, usually from 114 µM), for inactives: at the top dose activity change, negative = inhibition, hits mostly inhibitors; also: % is scaled to controls: 0 for no effect and ±100 for the full control effect; nearly all actives have a fitted effect of over 65% in size
#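 Rat TrxR1 (90 nM in the dispensed reagent) was pre-reduced with 400 uM NADPH for 5 min at room temperature, then incubated with compound for 15 min. After 400 uM selenite was added, NADPH fluorescence (Ex 340/Em 450 nm) was followed for 8 min.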
# JMJD2A Tudor – blocks the human JMJD2A Tudor domain; O75164; AlphaScreen JMJD2A-Tudor / H3K4me3 peptide binding; AID 504339; Potency, µM (series often up to 114 µM), inactives show at the highest dose activity change, negative = inhibition, most hits filed as inhibitors; hit rate 4.4% among 390,000; also: % is scaled to controls: 0 for no effect and ±100 for the full control effect; nearly all actives have a fitted effect of over 50% in size
# PGK inhibitor – T. brucei PGK inhibition | P07378 | PGK/GAPDH coupled, Kinase-Glo luminescence, 60 min | Potency, µM (series often up to 57.5 µM), for the others: top-dose activity change, negative = inhibition, actives largely listed as inhibitors | hit rate 0.043% among 380,000 | AID 602233; also: % is scaled to controls: 0 for no effect and ±100 for the full control effect; nearly all actives have a fitted effect of over 60% in size
#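 Luminescent ATP detection (Kinase-Glo Plus) follows a 60-minute room-temperature incubation, with wells lacking PGK as controls. Buffer: 100 mM TEA (pH 7.6), 5 mM MgCl2, 0.01% Tween-20. Coupling enzyme GAPDH (100 nM final) supplies unstable 1,3-BPG in-well.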
# GLS inh – blocks human kidney-isoform glutaminase activity | GLS enzymatic activity, qHTS titration | Potency, µM (highest dose often 45.5 µM), for inactives: at the top dose activity change, negative = inhibition, actives largely listed as inhibitors | O94925 | hit rate 0.21% among 410,000 | AID 624170; also: % is scaled to controls: 0 for no effect and ±100 for the full control effect
# Target sequence (O94925 whole entry, looked up, canonical isoform): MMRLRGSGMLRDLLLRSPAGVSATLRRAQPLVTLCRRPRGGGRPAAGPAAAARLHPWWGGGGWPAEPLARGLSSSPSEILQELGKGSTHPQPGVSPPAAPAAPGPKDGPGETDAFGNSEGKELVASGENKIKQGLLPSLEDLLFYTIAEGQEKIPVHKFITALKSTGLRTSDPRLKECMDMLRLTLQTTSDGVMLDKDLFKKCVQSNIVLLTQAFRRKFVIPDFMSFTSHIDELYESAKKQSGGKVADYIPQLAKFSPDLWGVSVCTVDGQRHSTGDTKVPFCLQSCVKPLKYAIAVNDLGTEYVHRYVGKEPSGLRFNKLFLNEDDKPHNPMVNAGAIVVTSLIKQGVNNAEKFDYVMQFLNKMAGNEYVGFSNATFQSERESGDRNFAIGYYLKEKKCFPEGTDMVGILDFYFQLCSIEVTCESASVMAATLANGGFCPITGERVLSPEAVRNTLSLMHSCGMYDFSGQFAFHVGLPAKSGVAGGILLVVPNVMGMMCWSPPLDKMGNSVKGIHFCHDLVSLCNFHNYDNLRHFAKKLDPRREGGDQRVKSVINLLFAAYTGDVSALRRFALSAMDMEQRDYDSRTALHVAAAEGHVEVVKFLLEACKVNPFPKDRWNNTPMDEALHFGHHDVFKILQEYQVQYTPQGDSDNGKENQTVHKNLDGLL
#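 Two-point fluorescence kinetic (t0, 30 min RT) for hKGA; glutamate detected via glutamate oxidase–HRP–Amplex Red. Substrate: 1 mM L-glutamine solution; buffer 45 mM KH2PO4, pH 8.2.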
# HP1b chromo inh – blocks HP1-beta chromodomain binding to methylated histone tails; P83916; AlphaScreen HP1-beta / biotin-H3K9me3 peptide binding; Potency, µM (top dose mostly 114 µM), without a hit: at the highest dose activity change, negative = inhibition, most hits filed as inhibitors; hit rate 0.56% among 390,000; AID 540317; also: nearly all actives have a fitted effect of over 70% in size; inactives centre near 23
# Target sequence (P83916 whole entry, looked up): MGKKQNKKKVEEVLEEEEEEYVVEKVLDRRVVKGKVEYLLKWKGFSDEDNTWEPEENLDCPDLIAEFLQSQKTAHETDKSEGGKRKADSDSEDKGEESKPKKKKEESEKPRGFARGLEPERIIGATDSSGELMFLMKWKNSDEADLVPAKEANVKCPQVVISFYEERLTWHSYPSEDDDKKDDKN
#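 AlphaScreen: HP1-beta (50 nM) preformed 30 min with biotin-H3(1-18)K9me3 peptide (50 nM) in PBS pH 7.4, 0.01% Tween-20. Compound added for 30 min at RT, then streptavidin donor/nickel chelate acceptor beads (10 ug/mL) for 30 min.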
# Pin1 inhibitor – human Pin1 inhibition; AID 504891; hit rate 0.009% among 390,000; Q13526; Pin1 FP peptide displacement, HiFluor488, 10 min; Potency, µM (top dose mostly 115 µM), for the others: at the top dose activity, negative = inhibition, hits mostly inhibitors; active = well fitted inhibition curve with a large enough effect in the polarisation, with a control signal flat, not every such curve was filed as active; inconclusive = small, poorly fitted or top-dose-only effect, or effect the other way, or a change in a side signal; inactive = no such curve, though single readings can be large or run the other way; the % refers to the polarisation; also: % is scaled to controls: 0 for no effect and ±100 for the full control effect
# Target sequence (Q13526 whole entry, looked up): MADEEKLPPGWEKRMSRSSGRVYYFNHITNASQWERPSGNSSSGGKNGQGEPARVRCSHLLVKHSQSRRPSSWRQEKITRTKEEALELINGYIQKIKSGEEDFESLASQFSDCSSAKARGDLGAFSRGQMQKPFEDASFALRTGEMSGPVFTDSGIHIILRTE
# ALOX12 inh – inhibitors of human 12S-lipoxygenase ALOX12 | P18054 | purified 12hLO, xylenol orange hydroperoxide absorbance | Potency, µM (highest dose often 108 µM), inactives show at the top dose activity change, negative = inhibition, actives largely listed as inhibitors | hit rate 1.1% among 580,000; also: % is scaled to controls: 0 for no effect and ±100 for the full control effect
#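 Purified human 12hLO (150 nM final) in 25 mM Hepes, 0.01% Triton X-100, pH 7.0 was preincubated 15 min at room temperature with compound. Then 40 uM arachidonic acid was added, 30 min. Hydroperoxide was read by Fe-XO absorbance ratio 573/405 nm.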
# * hit, by the source's call; i = inactive; u = inconclusive; x = not tested or not shown; [ ] = dose if it differs, or a comment. Unless noted, calls follow the shape of the dose curve; as a rule, active = well fitted curve in the direction sought with a large enough effect; inconclusive = small, poorly fitted or top-dose-only effect, or another doubt; inactive = no such curve, though single readings can be large; an effect the other way counts as inactive or inconclusive. Potency is read from the fitted curve at half-maximal effect. An excerpt. The share of hits here may be higher or lower than overall.
canonical_smiles	ERG Ets-DNA blk	RGS4 inhibitor	rTrxR1 inhibitor	JMJD2A Tudor	PGK inhibitor	GLS inh	HP1b chromo inh	Pin1 inhibitor	ALOX12 inh
COc1cccc(CN2CCc3[nH]c(=S)[nH]c(=O)c3C2)c1	5%	-29%	-8%	-15%	-8%	-6%	47%[activator]	-13%	u
CCOC(=O)COc1ccc2c(c1)C(=O)CC1(CCCCC1)O2	1%	26%	38%[activator]	38%[activator]	-5%	1%	58%[activator]	-3%	-4%
COc1ccc(N2CC(NC(=O)c3cccs3)CC2=O)cc1 (configuration not stated)	0%	-6%	6%[57.1 µM]	4%	i	7%	26%	-7%	-21%
Cc1cc(-c2nnc(SCC(=O)Nc3cccc(C)c3C)n2N)n[nH]1	-1%	-14%	13%	11%	4%	9%	51%[activator]	2%	-8%
CCOc1ccc(Br)cc1S(=O)(=O)Nc1ccc(NC(=O)c2ccccc2F)cc1	12%	4%	-7%	-14%	i	19%	0%	0%	-30%
CCN1CCN(S(=O)(=O)Cc2ccccc2)CC1	x	-10%	18%	-8%	-6%	-2%	12%	-10%	-16%
CCOC(=O)/C(C#N)=C/c1cn(CCC(=O)O)nc1-c1ccc(Cl)cc1	-6%	-13%	-10%	-16%	-4%	8%	11%	-5%	-17%
O=C(CC1SC(=O)N(Cc2ccc(Cl)cc2)C1=O)Nc1nccs1 (configuration not stated)	5%	2%	-5%	-10%	7%	13%	25%	6%	-25%
CCOc1cc(Br)c(C(=O)O)cc1OC	-4%	-48%	2%	-19%	i	-5%	45%[activator]	2%	2%
Cc1cc(NC(=O)CSc2nc(C(C)C)nc3c2c(=O)n(C)c(=O)n3C)no1	6%	8%	12%[57.1 µM]	-17%	-7%	2%	26%	-2%	31%[activator]
Cc1cc(C)n2nc(SCC(=O)NCc3ccco3)nc2n1	-8%	-40%	u	-2%	-7%	-6%	39%	-7%	-4%
Cc1ccc(/C=N/NC(=O)CCCOc2ccc(Cl)cc2Cl)cc1[N+](=O)[O-]	-2%	u	-6%	-30%	-5%	-1%	14%	7%	0%
CCOC(=O)c1ccc(S(=O)(=O)N2CCC(C(=O)NCC3CCCCC3)CC2)cc1	17%	9%	28%	-19%	-1%	3%	45%[activator]	1%	-15%
O=C(Nc1ccccc1)C(=O)c1c[nH]c2ccccc12	14%	-17%	11%[57.1 µM]	-8%	-2%	-7%	20%	1%	4%
CC(C)(C)OC(=O)NCCCC[C@H](NC(=O)c1nc[nH]c1C(=O)N1CCc2ccccc2C1)C(=O)OC(C)(C)C	4%	-21%	-8%	-20%	4%	0%	28%	2%	7%
CCOC(=O)C(C)Sc1nnc(NC(=O)c2ccc(C)c([N+](=O)[O-])c2)s1 (configuration not stated)	2%	-10%	1%[57.1 µM]	-1%	5%	9%	27%	-3%	-2%
COCCNc1ccc(-c2nc(-c3ccccn3)no2)cc1[N+](=O)[O-]	2%	10%	4%	-4%	5%	5%	43%[activator]	23%	0%
Cc1cccc(N2C(=O)C3C4CC(=O)C(c5ccccc54)C3C2=O)c1C (configuration not stated)	1%	20%[11.4 µM]	-3%	-12%	6%	5%	42%[activator]	-3%	-5%
COCCN(C(=O)COC(=O)c1ccc(-c2ccccc2)cc1)c1c(N)n(Cc2ccccc2)c(=O)[nH]c1=O	-10%	11%	4%	-8%	-2%	3%	10%	41%[activator]	-27%
N#CC1(Nc2ccc(C(=O)O)cc2)CCCC1	-1%	-8%	10%[11.4 µM]	-12%	i	9%	40%[activator]	1%	-1%
CC(C)CCNC(=O)Cc1csc(-c2ccccc2)n1	-10%	-41%	2%[57.1 µM]	-12%	i	-2%	27%	9%	13%
CCN(CCCNC(=O)C1CCC(=O)N1Cc1ccccc1Cl)c1cccc(C)c1 (configuration not stated)	-3%	-47%	-15%	-30%	i	25%	1%	-1%	-2%
CN(CC(=O)Nc1cc(S(=O)(=O)N2CCCCCC2)ccc1Cl)Cc1ccc2c(c1)OCO2	3%	16%	22%	-15%	-8%	14%	18%	1%	-15%
CC(=O)Nc1ccc2c(c1)OCCO2	-1%	11%	15%[57.1 µM]	2%	3%	0%	41%[activator]	u	79%[activator]
O=C(Nc1nccs1)c1sc2ccccc2c1Cl	12%	-22%	15%	-2%	-1%	0%	39%[activator]	3%	i
CC(=O)c1cccc(NC(=O)c2cnn(-c3cccc(C)c3)c2-n2cccc2)c1	-1%	-12%	15%[57.1 µM]	-3%	i	-4%	49%[activator]	-4%	-9%
COc1ccc(-c2noc(-c3cccc(Cl)c3)n2)cc1OC	12%	-15%	5%[57.1 µM]	-11%	i	-6%	32%	-3%	24%
CCOc1ccc(C(=O)C(c2ccccc2)N2CCOCC2)cc1 (configuration not stated)	1%	-16%	4%	-18%	i	-2%	48%[activator]	3%	u
O=C(NCc1cccnc1)Nc1cccc(NC(=O)NCc2cccnc2)c1	-4%	-10%	5%	-23%	-5%	u	8%	-14%	-5%
CCOC(=O)N1CCC(Nc2c(NCCN3CCN(Cc4ccccc4)CC3)c(=O)c2=O)CC1	9%	-25%	10%	-12%	-11%	56%[activator]	19%	5%	-1%
CCOC(=O)c1cccc(NC(=O)N2CCOCC2)c1	-3%	17%	9%	-16%	2%	-4%	31%	4%	-1%
CC(=O)Oc1ccc(C(=O)Nc2cccnc2)cc1	11%	-31%	14%[57.1 µM]	-5%	-2%	-11%	20%	-2%	4%
CCN1C(=O)CC(N2CCC(c3nc4ccccc4[nH]3)CC2)C1=O (configuration not stated)	-1%	3%	17%[57.1 µM]	0%	0%	73%[activator]	29%	-3%	2%
COCCNC(=O)CN1C(=O)NC(c2ccccc2)(c2ccccc2)C1=O	6%	-23%	10%[57.1 µM]	u	7%	26%	0%	-5%	-13%
O=C(c1ccccc1C(=O)N1CCN(c2ccccc2)CC1)N1CCN(c2ccccc2)CC1	-3%	-24%	-35%	-34%	i	24%	12%	u	-12%
O=C(c1ccc(=O)n(Cc2ccccc2)n1)N1CCN(C/C=C/c2ccccc2)CC1	-10%	30%	0%	-17%	-9%	-3%	29%	-3%	-2%
O=C(O)c1ccccc1NS(=O)(=O)c1ccc2c(c1)OCCO2	-6%	-8%	17%	3%	-3%	3%	28%	5%	-19%
CCOC(=O)c1c(C)n(-c2ccccc2)c2ccc(OC(=O)COc3ccc(Cl)cc3)cc12	4%	-9%	-1%	-14%	-10%	3%	46%[activator]	-2%	0%
Cc1ccc(Cl)c(OCC(=O)NCc2ccco2)c1	-1%	-45%	-24%	u	-7%	-4%	5%	-1%	u
CC1CCN(C(=O)CN2C(=O)NC(C)(c3ccc4ccccc4c3)C2=O)CC1 (configuration not stated)	x	-42%	-17%	-4%	i	-2%	29%	-6%	-11%
Cn1c(=O)c(-c2ccccc2N)nc2ccccc21	4%	1%	7%[57.1 µM]	-16%	-2%	5%	-5%	-8%	-12%
Nc1ccc(-n2c(N)c(C(=O)NCc3ccc4c(c3)OCO4)c3nc4ccccc4nc32)cc1	22%	10%	-9%	-13%	-1%	-4%	30%	8%	-27%
Cc1ccc(S(=O)(=O)N2[C@@H](c3ccc(C(C)(C)C)cc3)C(C(=O)O)=CC[C@H]2c2ccc(C(C)C)cc2)cc1	3%	-34%	u	79µM*	u	24%	9%	x	40µM*
COc1ccc(C(=O)O)cc1S(=O)(=O)Nc1ccccc1Cc1ccccc1	6%	14%	31%[57.1 µM]	-7%	-6%	-17%	15%	-8%	-23%
CCN(CC(=O)NCc1ccc(F)cc1)C(=O)/C=C/c1ccc(OC)cc1	-20%	-11%	12%	4%	i	1%	19%	-1%	-26%
O=C(CSc1nnc(Nc2ccccc2F)s1)NC1CC1	-2%	10%	8%	4%	7%	8%	35%	0%	41%[activator]
Cc1ccc(-c2nc(CS(=O)(=O)CC(=O)NCCCN(Cc3ccccc3)C(C)C)c(C)o2)cc1	34%[activator]	-17%	25%	-23%	-6%	-2%	9%	-3%	-6%
O=C(O)CN1C(=O)/C(=C\c2ccccc2OCc2ccc(F)cc2)SC1=S	8%	-53%	1%	u	-8%	35%[activator]	-11%	u	u
Cc1ccc(C)c(N2CCN(C(=O)CCNC(=O)Cn3ccc4ccccc4c3=O)CC2)c1	-10%	-9%	12%	-25%	i	14%	17%	-4%	-10%
Cc1ccc(Sc2ncccc2C(=O)NCC(c2ccc(F)cc2)N2CCOCC2)c(C)c1 (configuration not stated)	10%	28%	4%	-15%	1%	4%	16%	1%	-1%
CNc1oc(-c2ccc(C)cc2)nc1P(=O)(c1ccccc1)c1ccccc1	3%	-28%	17%[57.1 µM]	u	-4%	-1%	-31%	-1%	u
COC(=O)C1=NN(c2ccc(C)cc2)C2(S1)SC(C(C)=O)=C(C)N2c1ccccc1 (configuration not stated)	0%	-17%	4%	u	8%	-4%	-8%	-1%	u
NS(=O)(=O)c1ccc(NC(=S)NC2CCCCCC2)cc1	-4%	-51%	16µM*	-29%	2%	1%	-21%	2%	u
